# esBAF inh = SWI/SNF esBAF complex inhibition. mouse ES cells, Bmi1-luciferase knock-in reporter, 24 h; 100% = twice the neutral-well signal. reporter increase, % at 12.5 µM. 350,000 tested, 2% active. AID 602393; in the data active = activation above about 40%;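 note: 0% = median of the plate's neutral control wells and 100% = double that signal; a rise in the Bmi1 reporter signal indicates esBAF inhibition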
# RAD54 branch = blocks human RAD54 Holliday junction branch migration; Q92698; FAM/BHQ fluorescence; inhibition, % at 10.4 µM; 360,000 tested, 0.14% active;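 active = mean normalized replicate activity at least 40 and at least half of replicates scoring 40 or more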;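 note: 0% = median of neutral control wells and 100% = median of positive control wells; inhibitors cause a drop in the FAM fluorescence signal; in these data hits start at about 50%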
# Target sequence (Q92698 whole entry, looked up): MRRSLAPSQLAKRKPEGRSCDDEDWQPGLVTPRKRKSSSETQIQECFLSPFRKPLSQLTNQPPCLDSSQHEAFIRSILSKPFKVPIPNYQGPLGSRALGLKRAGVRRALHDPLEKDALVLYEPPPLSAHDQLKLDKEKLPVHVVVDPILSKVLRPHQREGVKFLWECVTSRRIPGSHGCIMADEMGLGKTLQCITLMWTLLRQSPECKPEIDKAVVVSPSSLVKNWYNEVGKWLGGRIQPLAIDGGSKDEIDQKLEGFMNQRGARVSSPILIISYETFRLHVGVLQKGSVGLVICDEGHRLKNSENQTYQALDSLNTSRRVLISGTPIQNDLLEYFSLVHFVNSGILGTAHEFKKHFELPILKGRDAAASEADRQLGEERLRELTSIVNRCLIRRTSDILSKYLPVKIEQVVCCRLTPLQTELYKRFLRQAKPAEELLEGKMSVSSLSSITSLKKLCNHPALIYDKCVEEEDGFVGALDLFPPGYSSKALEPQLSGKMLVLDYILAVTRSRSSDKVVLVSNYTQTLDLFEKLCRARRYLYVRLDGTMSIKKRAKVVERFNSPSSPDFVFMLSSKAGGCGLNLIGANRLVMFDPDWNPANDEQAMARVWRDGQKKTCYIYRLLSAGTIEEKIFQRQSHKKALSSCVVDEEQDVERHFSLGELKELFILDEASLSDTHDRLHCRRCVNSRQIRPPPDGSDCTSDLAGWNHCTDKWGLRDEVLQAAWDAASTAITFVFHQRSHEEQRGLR
# * = called active by the depositor. Some of the compounds tested; count on the stated rates, not on these rows.
SMILES,esBAF inh,RAD54 branch
CN1C(=O)c2ccccc2C(C(=O)NCc2ccco2)C1c1c[nH]c2ccccc12 (centres undefined),-1,-2
CCCC(=O)Nc1ccc(NC(=O)c2cccc(OC)c2)nc1,31,12
COc1ccc(N2CCN(C(=O)CSc3nc4c(c(=O)n(C)c(=O)n4C)n3C(C)C)CC2)cc1,-6,-3
Cc1ccc(CNC(=O)C2(S(=O)(=O)c3ccccc3)CC=CC2)cc1,73*,-4
COc1ccc(NC(=O)CN2CCN(c3ccc(Cl)cc3)CC2)c(OC)c1,-4,-5
CCCn1nc(C(=O)NCCc2ccc(S(N)(=O)=O)cc2)c2ccccc2c1=O,-5,-2
CCOC(=O)C1CCN(c2c(NCc3ccc(C(=O)NC(C)CC)cc3)c(=O)c2=O)CC1 (centres undefined),-13,2
Cn1c(C(=O)N(Cc2ccccc2)Cc2cccs2)cc2sccc21,-11,1
Cc1cc(C(=O)OCC(=O)N(C)C2CCS(=O)(=O)C2)c(C)n1-c1ccccc1 (centres undefined),0,1
Cn1c(NC(=O)c2cc(-c3ccc4c(c3)OCO4)nc3ccccc23)cc(=O)n(C)c1=O,33,4
COCC(C)NC(=O)c1cc(-c2ccccc2OC)on1 (centres undefined),18,-5
O=C(O)C1CC=CCC1C(=O)NCc1ccc2c(c1)OCO2 (centres undefined),6,-9
COc1cccc(-c2cc(C(=O)N3CCN(C(c4ccccc4)c4ccccc4)CC3)no2)c1,-1,-2
COc1ccc(CC(=O)OCC(=O)Nc2ccc(Cl)cn2)cc1,-7,-9
COc1ccc(OC)c(S(=O)(=O)NCc2cccnc2)c1,9,13
O=C(O)CCn1c(SCc2ccccc2)nc2ccccc21,27,6
CC(C)CCNC(=O)CN(CC1CCCO1)C(=O)CCC(=O)Nc1nccs1 (centres undefined),-10,4
CCNc1nc(NCC)n2c(SCC(=O)O)nnc2n1,-6,2
Cc1cccc(NS(=O)(=O)c2cccs2)c1,-1,-2
N#Cc1c(-c2cccnc2)c2c([nH]c1=S)CCCC2,-2,3
Cc1[nH]nc(-c2ccc(OCc3cnn(-c4ccccc4)c3)cc2O)c1Oc1ccc(F)cc1,1,-11
Nc1ccccc1NC1=CC(=O)CC(c2ccco2)C1 (centres undefined),14,3
CCc1c(C)nc2ncnn2c1N1CCCC(C(=O)NCc2ccco2)C1 (centres undefined),6,-4
CC1CC(Nc2ccccc2N)=CC(=O)O1 (centres undefined),4,-3
COC(=O)c1ccc(N2C(=O)CC(Sc3n[nH]c(C)n3)C2=O)cc1 (centres undefined),-12,1
CSc1nccc(-c2nn(-c3ccc(C)cc3)ccc2=O)n1,-16,5
Cc1nn(-c2cccc(C(=O)O)c2)c(C)c1Oc1ccccc1O,-6,-1
CC1CCc2c(nc3nc[nH]n3c2=O)C1 (centres undefined),-2,3
CC(C)(C)c1ccc(C(=O)/C=C2\NC(=O)CS2)cc1,14,0
CC(=O)C1=C(C)OC(N)=C(C#N)C1c1ccco1 (centres undefined),-4,-5

# 2 entries from above, field by field:
CC(C)(C)c1ccc(C(=O)/C=C2\NC(=O)CS2)cc1
  esBAF inh: 14
  RAD54 branch: 0
CC(C)CCNC(=O)CN(CC1CCCO1)C(=O)CCC(=O)Nc1nccs1 (centres undefined)
  esBAF inh: -10
  RAD54 branch: 4

# New compounds follow
SMILES,esBAF inh,RAD54 branch
CCN1N=C(c2ccccc2)Cn2c1nc1ccccc12,-31,2
CS(=O)(=O)N(CC(=O)Nc1ccc2c(c1)OCCO2)c1ccc2c(c1)OCO2,-2,-3
Cc1cc(C)n2nc(C(=O)Nc3cccnc3)nc2n1,-2,-5
Cc1ccc(-c2cc(C(=O)NCCCn3ccnc3)c3cc(Br)ccc3n2)o1,2,-2
Brc1ccccc1CN1CCC(N2CCCCC2)CC1,3,-11
O=c1[nH]c(SCc2cccc(Cl)c2)nc2c1CCCC2,3,-1
CN1C(=S)SC(C)(C)C1/[N+]([O-])=C/c1cccnc1 (centres undefined),-1,3
Cc1ccc(-c2nn(C(C)(C)C)c3ncnc(N)c23)cc1,1,4
CC(C)N(CCO)C(=O)C(c1ccccc1)c1ccccc1,-6,7
O=C(Nc1c(C(=O)NCc2ccco2)cnn1-c1ccccc1)c1cccc(F)c1,-7,-8
O=C(c1ccc(NS(=O)(=O)c2cccc3cccnc23)cc1)N1CCOCC1,6,5
COc1ccc(/C=C(/NC(C)=O)C(=O)O)cc1,-2,-4
Cc1ccc(NC(=O)Cn2c(=O)n(CCCCC(=O)NCc3ccco3)c(=O)c3ccccc32)cc1,5,-5
COc1cc(/C=N\NC(=O)c2ccc(=O)[nH]n2)cc(OC)c1OC,-4,-8
Cc1nn(C)cc1C(=O)NNC(=S)Nc1ccc(Cl)cc1,5,9

# Profiles, quoted from the list. Values in the order: esBAF inh	RAD54 branch
# Profile of O=C(Nc1c(C(=O)NCc2ccco2)cnn1-c1ccccc1)c1cccc(F)c1 : -7	-8
# Profile of Cc1ccc(-c2nn(C(C)(C)C)c3ncnc(N)c23)cc1 : 1	4

# 4 entries already listed, sorted by their value in esBAF inh, low to high:
Structure | esBAF inh
CCN1N=C(c2ccccc2)Cn2c1nc1ccccc12 | -31
O=C(Nc1c(C(=O)NCc2ccco2)cnn1-c1ccccc1)c1cccc(F)c1 | -7
CS(=O)(=O)N(CC(=O)Nc1ccc2c(c1)OCCO2)c1ccc2c(c1)OCO2 | -2
O=C(c1ccc(NS(=O)(=O)c2cccc3cccnc23)cc1)N1CCOCC1 | 6

# (more compounds)
SMILES,esBAF inh,RAD54 branch
Cc1cc(C)c2nc(NC(=O)C3CCCO3)sc2c1 (centres undefined),19,2
COc1cccc(C(c2c(O)nc(SC)n(C)c2=O)c2c(O)nc(SC)n(C)c2=O)c1,-3,1
CCOc1ccc(NC(=O)N(C2CCCCC2)C(C)c2ccncc2)cc1 (centres undefined),-7,-5
COc1ccc(N2CCN(CC(=O)Nc3ccc(-n4cnnn4)cc3)CC2)cc1,3,-6
Cc1c(/C(Cc2ccccc2)=N/O)c2ccccc2n1C,1,-3
COc1ccc(Cc2nnc(NC(=O)CSc3ccc(C)cc3)s2)cc1OC,0,2
Cc1ccc(OCC(=O)N2CCN(C(=O)CCC3CCCC3)CC2)cc1,14,2
Cc1ccccc1-c1nc(-c2ccc(NC(=O)c3ccc4c(c3)OCO4)cc2)no1,31,-2
O=C(CCCOc1ccc(Cl)cc1Cl)Nc1cccnc1,-6,-7
COc1ccc(/C(O)=C2\C(=O)C(=O)N(c3cc(C)on3)C2c2cccc(OC)c2OC)cc1C (centres undefined),-2,0
CN(C)C=NC(=O)/C(C#N)=C1\CCc2ccccc2N1,11,-1
COc1ccccc1NC(=S)NCCc1ccccc1,37,-3
CCOC(=O)c1ccc(NC(=O)Nc2c(C)nn(C)c2C)cc1,16,-7
O=C(CSc1nnc(-c2ccc(OC(F)F)cc2)o1)NCc1cccs1,0,-6
Cc1cc(C)n2nc(C(=O)OCCOc3ccc(F)cc3)nc2n1,-8,5
COc1ccc(C2CC3(CC(C)(C)NC(=O)N3)Oc3cc(O)ccc32)cc1 (centres undefined),-5,-13
CCN(CC)c1ccc(NC(=O)/C=C\c2ccccc2Cl)cc1,37,-8
CC(=O)c1cccc(NC(=O)c2cccc(S(=O)(=O)N(C)C)c2)c1,8,4
Cc1nc(SCC(=O)NCCc2ccccc2)nc(C)c1C,15,8
CC(C)OC(=O)Cn1c(=O)oc2ccccc21,-1,5
CC/C(=N/Nc1ccccc1)c1cnnc(-c2ccccc2)n1,-6,12
O=C(NCCOc1ccccc1)C1CCCN1C(=O)c1cccs1 (centres undefined),-2,6
CCOc1ccc2[nH]c(=O)c(CN(Cc3ccc(F)cc3)C(=O)c3ccco3)cc2c1,-6,-8
COc1ccc(CCNC(=O)c2ccc(N3CCCC3=O)cc2)cc1,9,-11
O=C(CCn1nnc2ccccc21)Nc1nnc(COc2ccccc2F)s1,4,4
O=c1[nH]ncc(NCCCO)c1Cl,-2,-7
c1ccc2c(c1)nc1n2CCN1,-2,2
Cc1ccc(Nc2cc(C)nc(N3CCOCC3)n2)cc1,18,2
Cc1nc2ncnn2c(N2CCN(C(=O)c3cccc(F)c3)CC2)c1Cc1ccccc1,11,8
CCn1c(SCC(=O)Nc2ccc(S(N)(=O)=O)cc2)nnc1-c1cccc(OC)c1,-5,3

# Quoted at random: 5 compounds from above, in no set order.
SMILES,esBAF inh,RAD54 branch
CC(=O)c1cccc(NC(=O)c2cccc(S(=O)(=O)N(C)C)c2)c1,8,4
O=c1[nH]ncc(NCCCO)c1Cl,-2,-7
CCn1c(SCC(=O)Nc2ccc(S(N)(=O)=O)cc2)nnc1-c1cccc(OC)c1,-5,3
O=C(CCn1nnc2ccccc21)Nc1nnc(COc2ccccc2F)s1,4,4
COc1ccc(C2CC3(CC(C)(C)NC(=O)N3)Oc3cc(O)ccc32)cc1 (centres undefined),-5,-13

# Later entries:
SMILES,esBAF inh,RAD54 branch
COC(=O)CSc1ncccc1-c1nc2ccccc2[nH]1,-4,0
Cc1cccc(Nc2ncc3c(n2)CC(C)CC3=O)c1 (centres undefined),51*,4
O=C(C1CCC1)N1CCc2cc(S(=O)(=O)NCCN3CCN(c4ccccc4F)CC3)ccc21,-22,-4
COc1ccc(N=c2oc3c(OC)cccc3cc2C(=O)NCc2ccco2)c(OC)c1,13,2
O=C(NCc1ccc2c(c1)OCO2)c1cc(-c2ccccc2)c(N2CCOCC2)s1,-2,-7
Cc1ccccc1C(=O)Nc1cccc(NC(=S)NC(=O)c2cccs2)c1,18,1
Cc1ccc(S(=O)(=O)N(C)CC(O)Cn2c3ccccc3c3ccccc32)cc1 (centres undefined),-8,-3
CCn1cc(CNC(=O)c2cc(-c3ccccc3OC)nc3ccccc23)c(C)n1,-2,7
O=C1CCC(=O)N1OCCCOc1ccc2c(c1)CCC2,-11,-2
Cc1ccccc1Cn1cc(S(=O)(=O)CC(=O)Nc2nccs2)c2ccccc21,3,-5
Cn1c(=O)[nH]c(=O)c2c1nc(SCC(=O)O)n2CCc1ccccc1,-12,7
O=C1CN(C(=O)COC(=O)CCC(=O)c2ccc3c(c2)OCCO3)c2ccccc2N1,1,5
CC(C)(C)c1ccc(C(=O)c2c[nH]c(C(=O)NCc3ccco3)c2)cc1,33,-14
CCCCn1cnc2c([nH]c3cc(OC)ccc32)c1=O,32,0
CCOC(=O)Cn1c(CN(Cc2ccccc2)Cc2ccccc2)nc2c1c(=O)[nH]c(=O)n2C,13,1
COc1ccc(N2C(=O)C(Cl)=C(NCc3ccccc3)C2=O)cc1,9,0
O=C(Nc1ccccc1C(=O)O)c1cccc(F)c1,-4,-4
COc1ccc(S(=O)(=O)N(C)CC(=O)NCc2ccco2)cc1,2,0
O=c1c2ccccc2nc(N/N=C/c2ccc(O)cc2)n1O,47*,-7
CCCc1cc(N2CCN(c3ccccn3)CC2)n2nc(C)c(-c3ccccc3)c2n1,-2,-12
CCCCc1nc(N2CCOCC2)c(C#N)c2c1COC(C)(C)C2,-1,-9
CCc1ccc(N2CC(C)Cn3c2nc2c3c(=O)n(CCN3CCOCC3)c(=O)n2C)cc1 (centres undefined),12,-11
CCC1(C)N=c2c(c(=O)n(C)c(=O)n2C)=NO1 (centres undefined),-10,-5
COc1ccc(CSCC(=O)N/N=C/c2ccc(OCC(=O)NCc3ccco3)cc2)cc1,-6,-1
CCC(CC)C1C(C#N)=C(N)Oc2n[nH]c(-c3ccccc3)c21 (centres undefined),2,4
COc1ccc(S(=O)(=O)N[C@H](C(=O)O)C(C)C)cc1,-7,1
Cc1nc(C)c(C(=O)C2=C(O)C(=O)N(CCN(C)C)C2c2ccccc2)s1 (centres undefined),-3,3
CCOC(=O)c1ccc(N(CC(=O)NC2CCCC2)C(=O)CNC(=O)c2ccco2)cc1,-7,-7
O=C(c1cc2nc(-c3ccc(F)cc3)cc(C(F)(F)F)n2n1)N1CCOCC1,0,3
